Pf apPOL inh: Pf-apPOL inhibitors, biochemical, fluorescence; AID 1794808, 2022; inhibition, % at 10 µM; 210,000 compounds, 0.25% hits; Recombinant Pf-apPOL, molecular beacon fluorescence, 1.5 h
mHTT-CaM PPI inh: mutant huntingtin-calmodulin interaction inhibitors – biochemical, AlphaScreen, primary screen | P42858 | AlphaScreen His-mHTT/GST-CaM binding, luminescence | inhibition, % at 15 µM | 190,000 compounds, 3.6% hits;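 also: 0% = both proteins with DMSO and 100% = one protein alone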
* marks the source's active call; other numbers are inactive results; . = not tested or not shown; & = joins results of further samples. Rule as the data show it: active = inhibition above about 50%; inactive = the rest. Compounds were not picked by outcome; 3.7% or so of the library scored in one or more.

SMILES	Pf apPOL inh	mHTT-CaM PPI inh
O=c1/c(=C/c2ccccc2F)sc2nc(-c3cccs3)nn12	-8	9
CCOc1ccccc1N1CCN(Cc2cc(Br)ccc2OC)CC1	5	6
COc1ccc(S(=O)(=O)N=S2CCN(c3ncc(C(F)(F)F)cc3Cl)CC2)cc1	10	.
COc1ccc(OCCCC(=O)Nc2ccc(OC)cc2OC)cc1	-1	7
CC(C)OC(=O)C(C)(C)Oc1ccc(C(=O)c2ccc(Cl)cc2)cc1	3	.
Cc1cn2cc(-c3ccc(I)cc3)nc2s1	0	1
CC(C)CCNC(=O)C1(C)CCC(=O)N1Cc1ccc(OC(C)C)cc1 (stereo not drawn)	0	1
C=CCSC1=C(C#N)C(c2ccc(OCC)cc2)CC(=O)N1 (stereo not drawn)	-5	6
Cc1ccccc1S(=O)(=O)N1CCc2c(c(COCc3ccccc3)nn2C)C1	3	60*
Cc1onc(-c2ccccc2)c1C(=O)Nc1ccc2c(c1)OCO2	1	6
CCc1c(C(=O)NCC(C)C)c(C)nn1-c1ccc(F)cc1	-5	0
CC(C)c1ccc(NC(=O)c2ccc(F)c(S(=O)(=O)NC3CCCC3)c2)cc1	-6	2
O=C(c1ccccc1F)N1CCCC2(C1)NC(=O)N(Cc1cccc(Cl)c1)C2=O (stereo not drawn)	-9	3
OC(/C=C/CN1CCCCC1)(c1ccccc1)c1ccccc1	-12	-1
Cc1ccc(C2CC(c3ccccc3F)=NN2C(=O)CNC(=O)C(C)C)cc1 (stereo not drawn)	-3	29
CC1CC(=O)C2=C(C1)OC(N)=C(C#N)C21C(=O)Nc2ccc(Br)cc21 (stereo not drawn)	1	2
CC(C)NC(=O)c1cccc(C2CCCN(C(=O)Nc3ccccc3)C2)c1 (stereo not drawn)	4	-8
Cc1ccc(SCCN2CCC(C)CCC2=O)cc1 (stereo not drawn)	-8	-5
Cc1cc(C)nc(SCc2ccc(C(=O)O)o2)n1	-3	3
CCSc1nnc(NC(=O)CSc2ncnc3c2cnn3-c2ccccc2)s1	-3	-3
O=C(Nc1cc(F)ccc1F)C1CN(S(=O)(=O)c2cccnc2)CC12CCCCC2 (stereo not drawn)	-2	-4
O=C(CN1CCC(c2nc(-c3cccc(F)c3)no2)CC1)Nc1ccc(F)cc1F	2	-8
CCC(=O)N1CCc2cc(Br)cc(S(=O)(=O)NCCN(CC)CC)c21	-7	-4
CS(=O)(=O)N(Cc1ccccc1Cl)c1ccc(C(=O)NCC2CCCO2)cc1 (stereo not drawn)	2	1
CCn1ccc(C(=O)N2CCCC2c2nc(-c3ccccc3OC)no2)n1 (stereo not drawn)	-5	-5

Grouped by structure, the entries above containing a carbonyl joined to an NH by a bond outside any ring (eleven)
SMILES	Pf apPOL inh	mHTT-CaM PPI inh
COc1ccc(OCCCC(=O)Nc2ccc(OC)cc2OC)cc1	-1	7
CC(C)CCNC(=O)C1(C)CCC(=O)N1Cc1ccc(OC(C)C)cc1 (stereo not drawn)	0	1
Cc1onc(-c2ccccc2)c1C(=O)Nc1ccc2c(c1)OCO2	1	6
CCc1c(C(=O)NCC(C)C)c(C)nn1-c1ccc(F)cc1	-5	0
CC(C)c1ccc(NC(=O)c2ccc(F)c(S(=O)(=O)NC3CCCC3)c2)cc1	-6	2
Cc1ccc(C2CC(c3ccccc3F)=NN2C(=O)CNC(=O)C(C)C)cc1 (stereo not drawn)	-3	29
CC(C)NC(=O)c1cccc(C2CCCN(C(=O)Nc3ccccc3)C2)c1 (stereo not drawn)	4	-8
CCSc1nnc(NC(=O)CSc2ncnc3c2cnn3-c2ccccc2)s1	-3	-3
O=C(Nc1cc(F)ccc1F)C1CN(S(=O)(=O)c2cccnc2)CC12CCCCC2 (stereo not drawn)	-2	-4
O=C(CN1CCC(c2nc(-c3cccc(F)c3)no2)CC1)Nc1ccc(F)cc1F	2	-8
CS(=O)(=O)N(Cc1ccccc1Cl)c1ccc(C(=O)NCC2CCCO2)cc1 (stereo not drawn)	2	1

The main list resumes with the 4 entries that preceded the break.
SMILES	Pf apPOL inh	mHTT-CaM PPI inh
O=C(CN1CCC(c2nc(-c3cccc(F)c3)no2)CC1)Nc1ccc(F)cc1F	2	-8
CCC(=O)N1CCc2cc(Br)cc(S(=O)(=O)NCCN(CC)CC)c21	-7	-4
CS(=O)(=O)N(Cc1ccccc1Cl)c1ccc(C(=O)NCC2CCCO2)cc1 (stereo not drawn)	2	1
CCn1ccc(C(=O)N2CCCC2c2nc(-c3ccccc3OC)no2)n1 (stereo not drawn)	-5	-5
CCOc1ccc(Nc2ncnc3c2nc2n3CCCC2)cc1	-3	-3
O=[N+]([O-])c1ccccc1N1CCN(S(=O)(=O)c2ccc(Cl)c(Cl)c2)CC1	2	32
COc1ccc(Cl)cc1NS(=O)(=O)CCOc1ccccc1	4	-2
Cc1cccc(NC(=O)N2CCc3c(c(COc4cccc(F)c4)nn3C)C2)c1C	-1	29
CCc1nccn1Cc1nc(C(C)C)no1	-1	-6
Cc1ccc(C2CC(c3cccc(F)c3)n3nnnc3N2)cc1 (stereo not drawn)	6	-1
CCOc1ccc2c(c1)OC(=Cc1ccncc1)C2=O	2	6
CCCNC(=O)C(Sc1ccccc1)c1ccccc1 (stereo not drawn)	-5	-3
O=C(O)c1cc(Sc2ccc(Cl)cc2)nc2ccccc12	-8	-1
Cc1cc(N2CCCN(C)CC2)nc2cc(Cl)ccc12	16	4
Cc1ccc(-c2cc(-c3ccccc3)cc(C)c2C(=O)c2ccccc2)cc1	-5	.
COc1ccc(CC2CCc3ncc(C)cc3C2)cc1 (stereo not drawn)	-4	.
C(#CC12CC3CC(CC(C3)C1)C2)CN1CCOCC1	15	15
CC(=O)c1ccc(NC(=O)CC(NCc2cccnc2)C(=O)O)cc1 (stereo not drawn)	-5	-6
CCOC(=O)c1c(NC(=O)c2ccc(N3C(=O)CCC3=O)cc2)sc2c1CCC(C)C2 (stereo not drawn)	-1	-19
CCOC(C)=NOC(=O)Nc1ccc(OC(F)(F)F)cc1	-8	.
Cc1csc2ncnc(Sc3ccc(Cl)cc3)c12	3	.
Cc1ccc(CCNC(=O)C2CC(=O)N(CCc3ccccc3)C2)cc1 (stereo not drawn)	-4	-9
CC(C)NC(=O)N1CCc2c(c(-c3nc(-c4cccc(F)c4)no3)nn2C)C1	-4	22
CC1CCCN(S(=O)(=O)c2ccc(F)c(C(=O)NCCC3=CCCCC3)c2)C1 (stereo not drawn)	-5	-8
COc1ccc(OC)c(CN2CCN(Cc3ccco3)CC2)c1	-2	7
O=[N+]([O-])c1ccc2c(c1)C=C1CCCCC1(N1CCCCC1)O2 (stereo not drawn)	-4	-1
CCCn1c(=O)c(N2CCN(C(=O)C3CC3)CC2)nc2ccccc21	-5	-7
CC(C)COC(=O)C1C2C=CC3(CN(C4CCCCC4)C(=O)C13)O2 (stereo not drawn)	-1	-25
COc1ccc(-n2c(C)nc3cc(C(=O)NCc4cccnc4)ccc32)cc1	-1	7

The list goes on:
SMILES	Pf apPOL inh	mHTT-CaM PPI inh
Cc1ccccc1NC(=O)c1cc2c(CO)cnc(C)c2oc1=Nc1ccc(Cl)cc1	2	6
COc1ccc(CN2CCCC(N3CCOCC3)C2=O)cc1F (stereo not drawn)	-3	4
O=C(c1ccc2c(c1)OCCO2)C1CCCCC1	-6	-41
CN(C)CCCN1c2ccccc2CCc2ccc(Cl)cc21	4&-5	.
CCc1ccccc1NC(=O)c1cc(S(=O)(=O)NC2CCCC2)ccc1F	1	-6
COc1cccc(CNC(=O)c2ccc3c(c2)NC(=O)C2CCCCN32)c1 (stereo not drawn)	0	2
COc1cccc(C(=O)Nc2ccc(Oc3ccc(Cl)cc3Cl)cc2)c1	-11	-2
CCc1nc2ccccc2n1CC(C)C	0	2
COCCNC(=O)C(=O)NCCC(O)C(C)(C)C (stereo not drawn)	-7	1
CCN1CCN(CCNC(=O)c2cc3n(n2)CCCN(Cc2cccc(C)c2)C3=O)CC1	1	4
CCS(=O)(=O)c1ccc2oc(=O)c(C=C(O)c3cccc(Br)c3)nc2c1	-1	13
CN1CCC(N2CCN(C(=O)c3cc4cn(C5CC5)cc4s3)CC2)CC1	-1	-2
Cn1nc2c(c1NC(=O)C1CCCN(S(=O)(=O)c3ccc(Cl)s3)C1)CCC2 (stereo not drawn)	0	-7
CN(C)c1ccc(CN2CCc3nc(N4CCN(c5ccccc5)CC4)ncc3C2)cc1	0	48
CC(C)NC(=O)N1CCCC(c2cccc(C(=O)NCc3ccc(F)cc3)c2)C1 (stereo not drawn)	0	-8
NC(=O)c1ccccc1NC(=O)C(Sc1ccccc1)c1ccccc1 (stereo not drawn)	0	-4
CCOc1ccc(NC(=O)N2CCC(n3c(C4CCCC4)nc4cccnc43)C2)cc1 (stereo not drawn)	-5	5
CC(C)Cn1c(=O)c(N2CCN(C(=O)c3cccc(F)c3)CC2)nc2ccccc21	-8	-6
O=C(Nc1cccc(C(=O)N2CCCC2)c1)c1ccccc1	-5	-6
Cc1ccccc1OCC(=O)NCC(O)c1ccsc1 (stereo not drawn)	-11	-11
COc1ccc(N2CCN(C(=O)C3CCCN(c4cn[nH]c(=O)c4)C3)CC2)cc1 (stereo not drawn)	0	6
COc1cc(NC(=O)N2CC3CC2CC3NC(=O)c2cccs2)cc(OC)c1 (stereo not drawn)	-4	3
Cc1ccc(Cl)cc1NC(=O)c1c(Cl)cccc1Cl	-6	-8
Cc1[nH]n(-c2cccc(Cl)c2)c(=O)c1C=C1C=NN=C1c1ccccc1	-10	15
COc1ccc(OC)c2[nH]c(=O)c(CCNC(=O)COc3ccc(Cl)cc3)cc12	-4	3

(list continues)
SMILES	Pf apPOL inh	mHTT-CaM PPI inh
O=C1C(c2ccncc2)N(Cc2ccc3c(c2)OCO3)C(=O)CN1c1ccccc1 (stereo not drawn)	6	0
O=C(c1cnn2cc(Br)cnc12)N1CCCC1c1ccccc1F (stereo not drawn)	-7	6
COc1ccc(-c2nc3c(c(=O)[nH]2)CCN(C(=O)c2nccc4ccccc24)C3)cc1	-5	-2
Cc1onc(-c2ccccc2Cl)c1NC(=O)Nc1cc2c(c([N+](=O)[O-])c1C)C(C)(C)CC2(C)C	1	.
O=C(Cc1csc(Nc2ccc(F)cc2)n1)N1CCc2ccccc21	-1	20
C=CCN1C(=O)NC(=O)/C(=C/c2ccc(-c3ccc(Cl)c([N+](=O)[O-])c3)o2)C1=O	-3	11
CC(C)C(=O)Nc1ccc(-c2nc3cc(Cl)ccc3o2)cc1	-10	-4
O=c1ccc(S(=O)(=O)N2CCCC2)cn1Cc1ccccc1	-1	-4
CC(=O)N1CC(C(=O)N2CCSCC2)CCC1c1ccc(F)c(C)c1 (stereo not drawn)	-2	-1
CCc1ccc(C2CC(c3cccc(Br)c3)n3nc(N)nc3N2)cc1 (stereo not drawn)	-4	15
OC(COc1ccc(I)cc1)Cn1cnc2ccccc21 (stereo not drawn)	-4	86*
CNC(=O)Nc1ccc(C2(C(=O)N3CCN(c4cccc(OC)c4)CC3)CCC2)cc1	-4	15
CCc1ccc(CNC(=O)c2c(C)sc3ccn(C)c(=O)c23)cc1	3	6
O=C1C(=O)N(C/C=C/c2ccccc2)c2ccccc21	-4&-12	15&41
Cc1ccc(-c2noc(COc3ccccc3Cl)n2)cc1	-10	-56
O=C(O)CCc1nnc(SCC(=O)Nc2ccccc2F)[nH]c1=O	-2	-17
CC1CCN(C(=O)C2CCN(c3cn[nH]c(=O)c3)CC2)CC1	-4	2
COc1cccc(-c2nocc2C(N)=O)c1OC	-14	1
COc1cc(OC)cc(C(=O)N2CCCC(C)(C(=O)NCc3ccc(F)cc3)C2)c1 (stereo not drawn)	1	8
Cc1cc([N+](=O)[O-])ccc1-c1ccc(C=C2C(=O)OC(C)(c3ccccc3)OC2=O)o1 (stereo not drawn)	-3	9
Cc1cccc(C2CCC(C(=O)NCc3cccnc3)CN2C(=O)C2CC2)c1 (stereo not drawn)	-3	3
COc1cc(/C=C2/SC(=O)NC2=O)cc(OC)c1OC	-4	5
CCCn1c(C2CCN(C(=O)CC3CCCCC3)C2)nc2cccnc21 (stereo not drawn)	0	20
O=C(c1ccc(OCC2CCCN(C(=O)c3c(F)cccc3F)C2)cc1)N1CCCCC1 (stereo not drawn)	3	15
COc1ccc2oc(-c3csc(NC(=O)c4c(F)cccc4F)n3)cc2c1	-4	-1

The list goes on.
SMILES	Pf apPOL inh	mHTT-CaM PPI inh
Cc1nnsc1C(=O)N1CCC(CNC(=O)c2cnc3ccccc3n2)CC1	0	8
O=C(c1nc(C2CCCC2)nc2c1OCCO2)N1CCCCC1	-6	17
Cc1onc(-c2ccccc2)c1NC(=O)Nc1ccccc1N1CCOCC1	-3	.
CCCCN(C)c1nc(CC)c2c(c1C#N)CC(C)(C)OC2	-1	-72
CCCCn1c(=N)c(C#N)cc2c(=O)n3cc(C)ccc3nc21	-1	-2
CC(N)C1CC2CCC1C2 (stereo not drawn)	-5	-2
CC(C)CNC(=O)c1nc(-c2ccc(Cl)cc2)n2c1CCCCC2	-7	41
CC(C)(C)c1ccc(NC2=CC(=O)N(c3ccc(C(C)(C)C)cc3)C2=O)cc1	1&-2	.
COc1ccc(-c2sc3ccccc3c2-c2ccc(OC)cc2F)cc1	-5	-12
COc1ccc(N2CCN(C(=O)C3CC(=O)N(CCc4ccccc4)C3)CC2)cc1 (stereo not drawn)	-6	25
CC1(C)CC(=O)C2=C(C1)Nc1ccccc1NC2c1cccc(O)c1O (stereo not drawn)	-4	3
CC1=C(C(=O)Nc2cccc(F)c2)C(c2cccnc2)C2=C(CCCC2=O)N1 (stereo not drawn)	-2	2
CCOc1ccc(CCN2C(=O)CCC2(C)C(=O)NC2CCCC2)cc1 (stereo not drawn)	-5	-4
Cc1cccc(C(=O)Nc2ccc(C)cc2C)c1	-4	-1
COc1cccc(C(=O)Nc2ccc(N3CCN(C(=O)c4ccccc4)CC3)c(Cl)c2)c1	-1	9
Cn1c(=O)c2c(nc(Oc3ccccc3)n2C)n(C)c1=O	5	-1
CC1=C(C#N)C(c2ccsc2)c2nc(N)oc2N1 (stereo not drawn)	.	-6

Compound activity as filed in PubChem BioAssay.
